Source: PubChem
TRPC4 inh: inhibitors of mouse TRPC4 channel; HEK293 TRPC4beta/mu-opioid, DAMGO-evoked Fluo4 calcium flux; active compounds read low; B-score at 10 µM; 0.39% of 300,000 active; AID 2247;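 active means B-score over 3 SD under the library average, no early fluorescence shift, positive overall ratio signal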
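Assay system: HEK293 cells with stable TRPC4beta plus mu-opioid receptor expression. Dosing: single dose. Measured by: Fluo4 Ca2+ flux fluorescence. Also added: DAMGO in two steps, submaximal then maximal. Read-out: B score from integrated Fluo4 fluorescence ratio.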
MrgX1 ag: agonists of human MrgX1 receptor | Q96LB2 | MrgX1-HEK293 cells, Fluo-4 calcium fluorescence, agonist mode; active compounds read high | 0.44% of 310,000 active | AID 588627 | B-score at 10 µM;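 active means calcium response B-score plate-corrected fluorescence ratio at least 3 library SD, with starting fluorescence B-score inside 5 SD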
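Assay system: stable human MrgX1 HEK293 cell line. Quantity: 15,000 cells per well. Schedule: cells plated overnight, dye loaded 0.5 h 37 °C, 0.5 h room temperature. Detection: Fluo-4 NW calcium-flux fluorescence, kinetic read. Read-out basis: peak-minus-minimum fluorescence over baseline, converted to B scores. Control set: positive and negative control wells on each plate.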
TRPC6 inh: blocks the mouse TRPC6 cation channel; AID 2553; 1.1% of 310,000 active; HEK293-TRPC6, membrane potential dye, ACh-evoked depolarization; active compounds read low; B-score at 10 µM;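 active means B-score under library mean minus 3 SD, initial fluorescence not abnormally high, positive integrated signal ratio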;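 further: B-score derived from integrated fluorescence ratio over the kinetic read; more negative B-score means stronger inhibition of depolarization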
Target sequence (Q61143 whole entry, looked up): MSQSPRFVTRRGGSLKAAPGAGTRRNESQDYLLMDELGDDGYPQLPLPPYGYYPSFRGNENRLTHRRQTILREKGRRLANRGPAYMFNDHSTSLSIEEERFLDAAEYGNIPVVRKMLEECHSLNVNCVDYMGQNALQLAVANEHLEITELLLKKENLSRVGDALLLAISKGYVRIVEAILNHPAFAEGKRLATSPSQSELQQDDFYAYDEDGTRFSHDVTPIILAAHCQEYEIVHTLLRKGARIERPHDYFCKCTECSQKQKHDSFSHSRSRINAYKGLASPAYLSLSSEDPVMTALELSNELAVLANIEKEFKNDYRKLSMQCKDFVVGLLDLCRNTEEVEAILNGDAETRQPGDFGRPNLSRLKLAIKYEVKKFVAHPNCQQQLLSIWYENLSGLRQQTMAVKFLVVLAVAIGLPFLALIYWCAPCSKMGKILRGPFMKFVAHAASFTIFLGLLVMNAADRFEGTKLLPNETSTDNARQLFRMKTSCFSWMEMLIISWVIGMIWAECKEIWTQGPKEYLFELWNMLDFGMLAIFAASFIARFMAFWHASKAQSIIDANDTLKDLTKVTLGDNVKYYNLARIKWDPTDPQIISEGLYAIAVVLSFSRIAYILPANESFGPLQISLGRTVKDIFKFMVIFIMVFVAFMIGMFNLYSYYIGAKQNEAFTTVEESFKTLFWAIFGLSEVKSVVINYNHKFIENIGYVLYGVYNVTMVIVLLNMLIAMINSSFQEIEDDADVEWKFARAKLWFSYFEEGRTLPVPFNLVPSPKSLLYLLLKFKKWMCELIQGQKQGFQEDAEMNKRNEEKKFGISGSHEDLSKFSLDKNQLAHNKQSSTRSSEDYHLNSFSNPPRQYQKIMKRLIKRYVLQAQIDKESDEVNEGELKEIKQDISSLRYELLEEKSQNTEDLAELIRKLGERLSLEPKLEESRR
TRPC4 potent: allosterically enhances the mouse TRPC4 cation channel; Q9QUQ5; HEK293 TRPC4beta/mu-opioid, DAMGO EC20, Fluo-4 Ca2+ flux; active compounds read high; B-score at 10 µM; 0.42% of 310,000 active; AID 2227;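 active means B-score of calcium response area above 5 SD of library B-scores, with initial fluorescence ratio within 5 SD of library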;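 further: B-score of integrated fluorescence ratio over time as area under calcium response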
MrgX1 antagonist: antagonists of human MrgX1 receptor. Q96LB2. MRGX1-HEK293 calcium flux, Fluo-4, BAM8-22 antagonism; active compounds read low. B-score at 10 µM. 1.3% of 310,000 active;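 active means calcium-response B-score plate-corrected more than 3 library SD below zero, starting fluorescence within 5 deviations, no agonist response on first addition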;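 further: peak minus trough fluorescence over baseline after final BAM8-22 challenge near maximal dose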
HIF act: HIF pathway transcriptional activation; U2OS HRE-luciferase reporter, luminescence; normalized: DMSO 0%, desferrioxamine 100%; activation, % at 7.5 µM (by protocol); 0.32% of 300,000 active;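 active means mean activation of at least 10% of the iron chelator positive control signal, with at least half of replicates also reaching 10%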
MrgX1 PAM: allosterically activates human MrgX1 receptor signaling; B-score at 10 µM; Q96LB2; MrgX1-HEK293, Fluo-4 calcium flux, FDSS; active compounds read high; 0.63% of 310,000 active; AID 588675;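 active means plate-corrected calcium response at least 3 library SD above typical, normal starting fluorescence, not activating the receptor alone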;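 further: compound read alongside a low EC10 to EC30 dose of BAM8-22 agonist; peak minus trough fluorescence over baseline measured at the second addition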
PolyA inh: yeast polyadenylation inhibition; calls only at 12 µM; 0.02% of 300,000 active; S. cerevisiae SKY197-pL101 polyadenylation reporter, beta-gal luminescence; efflux-impaired pdr1/pdr3 knockout yeast; score 100 = 6 SD above DMSO; AID 1875;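 active means lowest replicate activity score at least 50, where 100 means six control SD above control mean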;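 further: yeast exposed to compound for 9 h at 30 °C; higher score means more reporter readthrough which indicates perturbed polyadenylation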
TRPC6 activator: activates the mouse TRPC6 cation channel; Q61143; HEK293-TRPC6 membrane potential dye fluorescence; active compounds read high; B-score at 10 µM; 0.13% of 310,000 active;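 active means B-score of the integrated fluorescence ratio above library mean plus 3 SD, and starting fluorescence ratio within library mean plus 5 SD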;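 further: higher score means more depolarization so channel activation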
AI-2 QS mod: Vibrio harveyi AI-2 quorum sensing modulation | Vibrio harveyi JMH597 AI-2 luminescence/OD600 ratio, 9 h; active compounds read low; strain lacks LuxN and CqsS sensors; 0 = neutral-control median | activity change, % at 7.5 µM | 0.4% of 300,000 active; in the data active means activity change below about -75%, passing the limit was not always enough;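 further: luminescence divided by OD600 gain over 9 h not by final OD600 alone; inactives centre near 13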
TRPC4 act: activators of mouse TRPC4 channel; Q9QUQ5; HEK293 TRPC4beta/mu-opioid, Fluo4 calcium fluorescence; active compounds read high; B-score at 10 µM; 0.49% of 310,000 active; AID 2237;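 active means B-score above 5 SD of library B-scores, and initial fluorescence ratio not above library mean plus 5 SD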;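 further: positive B-score marks a calcium rise read as TRPC4 activation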
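Assay system – TRPC4beta and mu-opioid receptor HEK293 stable cells · Measured by – Fluo4 fluorescence, kinetic · Schedule – dye loading 45 min room temperature, 110 s kinetic read · Read-out – B-scored integrated calcium fluorescence ratio · Controls – buffer and maximal DAMGO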
An asterisk follows results filed as active; i = inactive; x = no result given. These rows are one share of the data; count on the stated rates, not on these rows.

Order of results – TRPC4 inh | MrgX1 ag | TRPC6 inh | TRPC4 potent | MrgX1 antagonist | HIF act | MrgX1 PAM | PolyA inh | TRPC6 activator | AI-2 QS mod | TRPC4 act
COc1ccc(S(=O)(=O)N2CCC(C(=O)NC3CCCCC3C)CC2)cc1 (configuration not stated)
 : i | i | i | i | i | 0.0 | i | i | i | x | i
CN(Cc1ccccn1)Cc1nc(-c2ccc(Cl)cc2)no1
 : i | i | i | i | i | 0.7 | i | i | i | 4 | i
COc1ccccc1N1CCN(CCCNC(=O)Nc2ccccc2)CC1
 : -6* | i | i | i | i | -0.8 | i | i | i | 15 | i
COCc1nnc(SCC(=O)Nc2cccc(Cl)c2C)n1-c1ccccc1
 : i | i | i | i | i | 0.0 | i | i | i | 10 | i
CC(C)C1CC(CCN2CCCCC2)(c2ccccc2)CCO1 (configuration not stated)
 : i | i | i | i | i | -0.3 | i | i | i | 4 | i
O=C(CCC1COc2ccccc2O1)Nc1cccnc1 (configuration not stated)
 : i | i | i | i | i | -0.6 | i | i | i | 16 | i
CN1CCN(/N=C/c2c3ccccc3c(Cl)c3ccccc23)CC1
 : i | i | i | i | i | -1.0 | 9.3* | i | i | 10 | i
CCOc1ccc(S(=O)(=O)n2nnc3ccccc32)cc1C
 : i | i | i | i | i | -0.4 | i | i | i | 21 | i
Cc1ccc2nc(NC(=O)CCNS(=O)(=O)c3cccs3)sc2c1
 : i | i | i | i | i | 1.6 | i | i | i | 11 | i
Cc1ccc(NC(=O)CN2C(=O)S/C(=C\c3cccn3C)C2=O)cc1
 : i | i | i | i | i | 0.4 | i | i | i | 10 | i
COc1ccc(NC(=O)c2c(NC(=O)CNCc3ccco3)sc3c2CCC3)cc1
 : i | i | i | i | i | -0.2 | i | i | i | -5 | i
Cc1[nH]n(-c2ccccc2)c(=O)c1N=O
 : i | i | i | i | i | 0.1 | i | i | i | 47 | i
COc1ccc(-c2ccc(-c3noc(C)n3)c(OC)n2)cc1
 : i | i | i | i | i | 2.0 | i | i | i | -1 | i
C=CCn1c(CCNC(=O)c2ccccc2F)nnc1SCC(=O)Nc1ccc(OC)cc1
 : i | i | i | i | i | 0.1 | i | i | i | 19 | i
O=[N+]([O-])c1ccc(COc2cccc3cccnc23)cc1
 : i | i | i | i | i | -2.9 | i | i | i | 22 | i
CCOc1ccccc1C(=O)Nc1ccccc1-c1ccccc1
 : i | i | i | i | i | -2.2 | i | i | i | 22 | i
Cc1cccn2c(=O)c3cc(C(=O)NCCc4ccccc4)c(=N)n(CCCn4ccnc4)c3nc12
 : i | i | -6.2* | i | i | -0.7 | i | i | i | 33 | i
COC(=O)CSc1nnc(C2COc3ccccc3O2)n1-c1ccccc1 (configuration not stated)
 : i | i | i | i | i | -0.2 | i | i | i | 35 | i
CCOc1cc(-c2nnn(CC(=O)N3CCCCC3)n2)ccc1OC
 : i | i | i | i | i | -1.2 | i | i | i | 15 | i
OC(COCCC12CC3CC(CC(C3)C1)C2)CN1CCCC1 (configuration not stated)
 : i | i | i | i | i | -1.8 | i | i | i | 15 | i
CCC(=O)Nc1cccc(C2=NOC3(C2)C[C@@H](C(N)=O)N(C(=O)c2ccccc2C(=O)c2ccccc2)C3)c1 (some centres not stated)
 : i | i | i | i | -8* | -1.8 | i | i | i | 9 | i
COc1ccccc1NS(=O)(=O)c1cc([N+](=O)[O-])ccc1N/N=C/c1c[nH]c2ccccc12
 : i | i | i | i | i | -0.6 | i | i | i | 30 | i
CN1C(=O)CSc2ccc(NC(=O)N3CCOCC3)cc21
 : i | i | i | i | i | 0.4 | i | i | i | 1 | i
COCCNC(=O)C(OC(=O)c1ccco1)c1ccccc1F (configuration not stated)
 : i | i | i | i | i | 0.1 | i | i | i | 2 | i
CC1(c2ccccc2)NC(=O)N(CC(=O)NC(=O)NCc2ccco2)C1=O (configuration not stated)
 : i | i | i | i | i | -0.4 | i | i | i | -82* | i
Cc1cccc(NC(=O)CSc2nc3c(c(=O)[nH]2)CCCC3)c1C
 : i | i | i | i | i | 0.0 | i | i | i | 1 | i
CCOc1cc(C(N)=O)cc(Cl)c1OCc1ccccc1
 : i | i | i | i | i | -0.9 | i | i | i | 16 | i
COc1ccc2c(=O)c(C(=O)NCCc3ccc(OC)c(OC)c3)c[nH]c2c1
 : i | i | i | i | i | 0.6 | i | i | i | 12 | i
CCNC(=O)NC1c2ccccc2CSc2ccccc21 (configuration not stated)
 : i | i | i | i | i | 2.6 | i | i | i | 22 | i
Cc1cc(=O)oc2cc(OC(C)C(=O)NCCc3ccc(S(N)(=O)=O)cc3)ccc12 (configuration not stated)
 : i | i | i | i | i | -0.6 | i | i | i | 11 | i
NS(=O)(=O)c1ccc(NC(=S)N2CCC(Cc3ccccc3)CC2)cc1
 : i | i | i | i | i | 2.2 | i | i | i | 7 | i
c1ccc(-c2oc3ncnc(NCCCN4CCOCC4)c3c2-c2ccccc2)cc1
 : i | i | i | i | i | -0.8 | i | i | i | 13 | i
O=C1C=C(c2ccccc2)CC(c2ccc(F)cc2)C1 (configuration not stated)
 : i | i | i | i | i | -0.2 | i | i | i | -14 | i
CC(=O)N1N=C(c2cccs2)CC1c1ccc(C)o1 (configuration not stated)
 : i | i | i | i | i | -0.4 | i | i | i | 16 | i
CCn1c(=O)c(C(=O)NNS(=O)(=O)c2ccc(C)cc2)c(O)c2ccccc21
 : i | i | i | i | i | 0.2 | i | i | i | -7 | i
CC1(C)C(C=C(Cl)Cl)C1C(=O)N/N=C/c1ccccc1F (configuration not stated)
 : i | i | i | i | i | -14 | i | i | i | -2 | i
COc1ccc(C2OC3=C(Nc4cc(C)c(C)cc4N3)C2=O)cc1 (configuration not stated)
 : i | i | i | i | i | -9.3 | i | i | i | 13 | i
COc1ccc(N(C(=O)c2snc(C(N)=O)c2N)C(CC(C)C)C(=O)NCC2CCCO2)cc1 (configuration not stated)
 : i | i | i | i | i | -1.2 | i | i | i | x | i
Cc1cc(SCn2nnc3ccccc3c2=O)nc2ccccc12
 : i | i | i | i | i | 0.4 | i | i | i | 30 | i
CC(C)[C@H](NC(=O)N1CC(=O)Nc2ccccc21)C(=O)N1CCC[C@@H]1C(=O)O
 : i | i | i | i | i | 0.0 | i | i | i | 13 | i
O=C(NCCC1=CCCCC1)C1CCC(=O)N(Cc2cccc(C(F)(F)F)c2)C1 (configuration not stated)
 : i | i | i | i | i | -0.4 | i | i | i | 12 | i
CCn1c(SCC(=O)Nc2ccccc2N2CCOCC2)nnc1-c1ccccc1
 : i | i | i | i | i | -0.2 | i | i | i | 23 | i
CNC(=O)c1nnn(Cc2ccccc2)c1NC(=O)C(F)(F)F
 : i | i | i | i | i | -1.1 | i | i | i | 8 | i
O=C(c1cccc(N2CCCC2=O)c1)N1CCN(c2ccc(F)cc2)CC1
 : i | i | i | i | i | -0.4 | i | i | i | 24 | i
O=C(CSc1nnnn1C1CCCCC1)NCc1cccs1
 : i | i | i | i | i | -5.0 | i | i | i | 49 | i
Cc1cccc(CN2CCN(C3CCCC3)C(CCO)C2)n1 (configuration not stated)
 : i | i | i | i | i | 0.0 | i | i | i | 0 | i
O=C(CSc1nnnn1-c1ccccc1)Nc1nsc(-c2ccccc2)n1
 : x | i | i | i | i | 0.2 | i | i | i | 21 | i
C/C(=N\OC(=O)c1ccc(Cl)c(Cl)c1)c1sc(C)nc1C
 : i | i | i | i | i | -0.3 | i | i | i | 2 | i
COc1ccc(S(=O)(=O)N(C)c2ccc(C(=O)NCCC(C)C)cc2)cc1
 : i | i | i | i | i | -0.4 | i | i | i | 0 | i
CCCCOc1cccc(C(=O)Nc2ccc(S(=O)(=O)Nc3cc(C)on3)cc2)c1
 : i | i | i | i | i | -0.1 | i | i | i | 18 | i

Carrying on.
Order of results – TRPC4 inh | MrgX1 ag | TRPC6 inh | TRPC4 potent | MrgX1 antagonist | HIF act | MrgX1 PAM | PolyA inh | TRPC6 activator | AI-2 QS mod | TRPC4 act
COC(=O)c1ccc(CSc2nc3ccccc3s2)o1
 : i | i | i | i | i | 0.8 | i | i | i | -45 | i
O=C(c1cccc(Br)c1)c1conc1C(=O)c1ccco1
 : i | i | i | i | i | -0.2 | i | i | i | 7 | i
COc1ccccc1-c1nnc2sc(COc3ccc(Cl)cc3Cl)nn12
 : i | i | i | i | i | -0.3 | i | i | i | 20 | i
O=C(CCCc1nc2ccccc2s1)N1CCN(S(=O)(=O)c2cccs2)CC1
 : i | i | i | i | i | -0.4 | i | i | i | 14 | i
COCc1ccc(C(=O)N2CCCC(N(C)CCc3ccc(OC)c(OC)c3)C2)s1 (configuration not stated)
 : i | i | i | i | i | 0.1 | i | i | i | 38 | i
Cn1c(-c2ccccc2)nc2cnccc21
 : i | i | i | i | i | -0.4 | i | i | i | -4 | i
CCCn1c(SCC(=O)Nc2cccc(C)n2)nnc1C(C)C
 : i | i | i | i | i | -0.2 | 8.2* | i | i | 23 | i
COc1ccc(NC(=S)N2CCN(c3ccccn3)CC2)cc1OC
 : i | i | i | i | i | 0.2 | i | i | i | 7 | i
CC(C)CCNC(=O)CCn1nc(-c2ccc(Cl)cc2)ccc1=O
 : i | i | i | i | i | 1.1 | i | i | i | 9 | i
Nc1ccnn1Cc1ccncc1
 : i | i | i | i | i | -0.4 | i | i | i | 12 | i

Gathered by group: the compounds so far with an NH in an aromatic ring.
Order of results – TRPC4 inh | MrgX1 ag | TRPC6 inh | TRPC4 potent | MrgX1 antagonist | HIF act | MrgX1 PAM | PolyA inh | TRPC6 activator | AI-2 QS mod | TRPC4 act
Cc1[nH]n(-c2ccccc2)c(=O)c1N=O
 : i | i | i | i | i | 0.1 | i | i | i | 47 | i
COc1ccccc1NS(=O)(=O)c1cc([N+](=O)[O-])ccc1N/N=C/c1c[nH]c2ccccc12
 : i | i | i | i | i | -0.6 | i | i | i | 30 | i
Cc1cccc(NC(=O)CSc2nc3c(c(=O)[nH]2)CCCC3)c1C
 : i | i | i | i | i | 0.0 | i | i | i | 1 | i
COc1ccc2c(=O)c(C(=O)NCCc3ccc(OC)c(OC)c3)c[nH]c2c1
 : i | i | i | i | i | 0.6 | i | i | i | 12 | i
